EphB4 ephrin blk: EphB4-ephrin-B2 interaction antagonism | inhibition, % at 7 µM | EphB4 LBD / TNYL-RAW-Alexa532 peptide, fluorescence polarization | actives 0.15% (n = 97,000) | P54760;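 active = inhibition above the screen-wide mean inhibition plus 3 SD, cut at about 15% in these data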;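 note: 0% = DMSO wells and 100% = excess unlabeled TNYL-RAW peptide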
LYP act: LYP (human) phosphatase activation; recombinant LYP, DiFMUP fluorescence; 0 = plate median, 100 = signal doubled; actives 0.11% (n = 96,000); activation, % at 2 µM;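 active = activation at 2 µM above a set limit, the mean plus 5 SD, cut at about 37% in these data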
FAK blocker: FAK (human) kinase inhibition | biochemical FAK kinase activity assay | inhibition, %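 (tested at 7 µM)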 | actives 0.84% (n = 97,000) | AID 727; in the data active = inhibition above about 19%;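 note: 0% = DMSO and 100% = reference compound high control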
Target sequence (Q05397 whole entry, looked up): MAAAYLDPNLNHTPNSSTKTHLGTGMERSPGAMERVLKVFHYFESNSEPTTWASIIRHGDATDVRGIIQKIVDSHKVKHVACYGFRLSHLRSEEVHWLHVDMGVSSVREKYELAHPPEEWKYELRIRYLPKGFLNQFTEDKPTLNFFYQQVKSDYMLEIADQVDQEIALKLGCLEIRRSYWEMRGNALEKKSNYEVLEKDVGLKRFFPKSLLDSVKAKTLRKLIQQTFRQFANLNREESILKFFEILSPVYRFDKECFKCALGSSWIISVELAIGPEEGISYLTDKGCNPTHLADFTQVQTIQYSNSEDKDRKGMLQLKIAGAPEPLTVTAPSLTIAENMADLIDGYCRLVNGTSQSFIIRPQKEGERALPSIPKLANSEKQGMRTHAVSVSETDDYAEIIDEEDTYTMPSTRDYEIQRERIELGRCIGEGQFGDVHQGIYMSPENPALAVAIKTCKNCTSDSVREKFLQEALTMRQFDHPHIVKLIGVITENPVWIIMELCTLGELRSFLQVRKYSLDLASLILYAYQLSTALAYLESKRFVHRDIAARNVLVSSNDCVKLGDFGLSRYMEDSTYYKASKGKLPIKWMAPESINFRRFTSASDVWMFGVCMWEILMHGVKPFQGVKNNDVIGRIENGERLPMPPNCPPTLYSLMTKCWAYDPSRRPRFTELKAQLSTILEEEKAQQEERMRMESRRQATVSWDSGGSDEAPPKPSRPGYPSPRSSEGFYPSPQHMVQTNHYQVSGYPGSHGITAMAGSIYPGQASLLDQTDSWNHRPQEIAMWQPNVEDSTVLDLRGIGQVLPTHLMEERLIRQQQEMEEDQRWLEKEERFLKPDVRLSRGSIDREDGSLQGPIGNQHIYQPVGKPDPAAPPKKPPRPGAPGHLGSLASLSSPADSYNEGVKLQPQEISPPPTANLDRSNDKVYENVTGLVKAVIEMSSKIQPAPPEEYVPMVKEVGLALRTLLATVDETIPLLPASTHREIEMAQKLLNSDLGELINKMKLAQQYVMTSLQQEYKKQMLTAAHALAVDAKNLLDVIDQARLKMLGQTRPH
F-actin modifier: cytoskeleton assembly modification. HUVEC TNFa F-actin phalloidin imaging, high content. inhibition, % at 2 µM. actives 0.18% (n = 91,000). AID 836;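 active = inhibition above the batch mean plus 3 SD and confirmed as a hit by visual image inspection, cut at about 30% in these data, passing the limit was not always enough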; note: strong numbers were not always called active
PLK1 kinase inh: PLK1 (human) kinase inhibition | inhibition, % at 10 µM | recombinant PLK1 kinase, TR-FRET peptide phosphorylation | P53350 | actives 0.53% (n = 97,000) | AID 619;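 active = inhibition of 50% or more in the single-concentration screen; inactive = inhibition below 50%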;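 note: 0% = DMSO max control and 100% = H-89 dihydrochloride min control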
PLK1 PBD inh: blocks phosphopeptide binding to human Plk1 polo box domain; Plk1 PBD phosphopeptide binding, fluorescence polarization; inhibition, %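 (tested at about 20 µM)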; actives 0.13% (n = 97,000); AID 693; in the data active = inhibition above about 34%, passing the limit was not always enough
LYP inh 2: LYP (human) phosphatase inhibition. recombinant LYP catalytic domain, DiFMUP fluorescence. inhibition, % at 2 µM. actives 0.21% (n = 96,000). AID 640. Q9Y2R2;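 active = inhibition at 2 µM at or above a set limit, the screen mean plus 3 SD, cut at about 24% in these data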;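 note: 0% = DMSO with enzyme and 100% = enzyme fully blocked by orthovanadate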
Pyk2 oligo antag: blocks oligomerization of human Pyk2 in cells; actives 0.83% (n = 99,000); Q293 cells, Pyk2 FERM NanoBiT luminescence; hits give low values; z-score (the deposit names both 25 µM and 10 µM); Q14289;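 active = Z-score of -3 or lower, scaled per plate to the spread of control and sample wells; inactive = z-score above -3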;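 note: negative z-score means lost luminescence so less FERM oligomerization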
Rev-RRE block: inhibitors of HIV-1 Rev-RRE RNA interaction | P05866 | Rev peptide-RRE RNA binding, FRET | inhibition, % at 8 µM | actives 0.79% (n = 97,000) | AID 704;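 active = inhibition above the screen-wide mean plus 3 SD, cut at about 35% in these data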;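 note: 0% = median DMSO wells and 100% = median Neomycin B control wells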
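Test system: Cy5-tagged RRE RNA duplex with fluorescein-tagged Rev peptide | Read-out: % inhibition of FRET ratio versus controls | Probe or stimulus: Labelled Rev peptide | Incubation: 5 min RNA-compound premix plus 15 min binding step, 25 °C | Technique: FRET fluorescence readout | Benchmarks: DMSO low control, neomycin B high control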
* hit, by the source's call; . = no result given. Not a hit list, and some 3.5% of all compounds hit somewhere here.

Screens in order: EphB4 ephrin blk, LYP act, FAK blocker, F-actin modifier, PLK1 kinase inh, PLK1 PBD inh, LYP inh 2, Pyk2 oligo antag, Rev-RRE block
[1] Cc1c(N2C(=O)c3ccc4c5c(ccc(c35)C2=O)CC4)c(=O)n(-c2ccccc2)n1C
→ -1, -4, 70*, 4, -10, -13, 1, 0.22, -28
[2] Cc1cccc2cc(C(c3nnnn3CC3CCCO3)N3CCOCC3)c(=O)[nH]c12 (stereo not given)
→ 2, -7, 8, 42, 0, -17, 5, -1.4, 7
[3] O=C(CSc1ccc2nnc(-c3ccc(F)cc3)n2n1)N1CCOCC1
→ 1, 6, 4, 6, -1, 17, -8, ., 12
[4] CCOC(=O)c1cccc(N2C(=O)c3ccccc3S2(=O)=O)c1
→ -4, 3, 2, 6, -14, -20, -11, -0.1, 1
[5] CCOc1ccc(NC(=O)CCNS(=O)(=O)c2ccc(Br)s2)cc1
→ 1, -6, 3, -14, -1, -3, 5, 0.53, 0
[6] CCOC(=O)c1ccccc1NC(=O)CN(c1ccccc1C)S(C)(=O)=O
→ -6, -1, 2, 9, -2, -17, 3, -0.61, 15
[7] CC1CCC(C(=O)c2c(O)c3ccccc3oc2=O)CC1 (stereo not given)
→ -2, 1, -3, -22, -16, 1, 1, -1.2, 2
[8] Cc1ccc(NC(=O)N2CCN(c3ccccn3)CC2)cc1
→ 0, -1, 1, -6, -10, -17, 3, 0.01, 6
[9] COc1ccc2c(c1)C1NC(=S)NC(C)(O2)C1C(=O)Nc1ccccc1C (stereo not given)
→ -4, 10, -4, -26, -5, -10, -4, -0.62, 0
[10] CCOc1cccc2cc(C(=O)NCc3cccnc3)c(=O)oc12
→ 0, -9, -1, 2, -13, 21, 12, 1.4, 4
[11] Cc1oc(-c2ccccc2Cl)nc1CSCC(=O)NC1CC1
→ -5, -1, 3, ., -5, -8, 0, 0.2, 0
[12] COCCNC(=O)c1c(N)n(/N=C/c2cccs2)c2nc3ccccc3nc12
→ 0, -2, 7, 9, -6, -25, 5, -0.79, -1
[13] COc1cc2[nH]c(=O)n(C3CCCCC3)c(=O)c2cc1OC
→ 2, 7, -1, 10, -1, 1, -6, -0.36, 2
[14] O=C(Cn1c(-c2cscn2)nc2ccccc21)Nc1ccccc1F
→ 10, 4, 3, 0, -14, 12, 1, 0.09, 7
[15] CC(C(=O)Nc1cc(C(F)(F)F)ccc1N1CCOCC1)N1C(=O)C2CC=CCC2C1=O (stereo not given)
→ 5, -11, -1, -9, -10, -12, 10, 0.23, 4
[16] CC(Nc1ccc(Br)cc1)C(=O)N/N=C/c1ccccc1OCc1ccccc1 (stereo not given)
→ 7, 0, 2, 3, -2, -2, -2, -0.6, 9
[17] Cc1cc(C)cc(N(CC(=O)NC2CCCCC2)C(=O)c2ccc(C)s2)c1
→ -10, -1, -5, 8, -10, 15, 4, -1.6, 1
[18] CCCc1cc(=O)[nH]c(SCC(=O)Nc2nonc2N)n1
→ -5, 7, 1, 23, -6, 0, -10, -0.59, 19
[19] O=C(O)c1cccc(NC(=O)c2cccc(NC(=O)C3CCCO3)c2)c1 (stereo not given)
→ 3, -1, -3, 3, -9, -10, -4, 0.63, 6
[20] O=C(O)c1cc2cc(OCc3ccccc3)ccc2[nH]1
→ 1, 1, 10, -21, -5, 1, -2, -0.41, 2
[21] c1ccc(CNCCN2CCNCC2)nc1
→ 5, 6, 0, -20, -14, 29, -3, 0.58, 3
[22] O=C(c1ccccc1)N1CCN(C(=O)c2ccncc2)CC1
→ -4, -2, 3, -4, -13, -9, -2, -1.1, 2
[23] Cc1c(Nc2cc(=O)oc3ccccc23)c(=O)n(-c2ccccc2)n1C
→ -2, -5, 0, 6, -13, 11, 7, 0.08, 6
[24] O=C(CCC(=O)c1ccccc1)Nc1cccnc1
→ 0, 21, 1, 5, -34, -14, -18, 0.93, 2
[25] Cn1cnnc1SCC(=O)c1ccc2c(c1)OCCO2
→ 4, -9, 0, -7, -15, 12, 10, 1.6, 6
[26] CC(NC(=O)C1CCCO1)c1ccccc1 (stereo not given)
→ -2, -14, 2, -4, -5, -22, 13, -0.04, 1
[27] COc1cc(-c2noc(-c3cccc(Cl)c3)n2)cc(OC)c1OC
→ 2, -12, 1, 6, -9, 9, 10, -0.17, 11
[28] Nc1nnnn1/N=C/c1ccccc1OCc1ccc(Cl)cc1Cl
→ -2, -4, 29*, 4, -6, -7, 2, -0.81, 8
[29] O=C(O)C1CCCCC1C(=O)Nc1ccc(Cl)cc1 (stereo not given)
→ 0, -3, -1, 9, -7, 6, 2, 0.74, 3
[30] COc1cc(S(=O)(=O)Nc2cccc(C(=O)O)c2)c(OC)cc1Cl
→ 1, 5, -3, -3, 1, 11, -8, 0.76, 11
[31] CCn1c(=O)cc(OCC(=O)NCc2ccco2)c2ccccc21
→ 3, -3, 4, -58, -5, 22, 0, 1, 8
[32] Cn1c(=O)c2c(nc(CN3CCN(Cc4ccccc4)CC3)n2Cc2ccc(Cl)cc2)n(C)c1=O
→ 0, 5, 4, -1, -8, -1, -9, ., 9
[33] O=C(Nc1nc2ccccc2[nH]1)C1CC(=O)N(c2ccc3c(c2)OCCO3)C1 (stereo not given)
→ -1, 19, 2, -16, 0, -20, -20, -0.92, 2
[34] COc1ccccc1C(=O)N(Cc1cccs1)C1CCS(=O)(=O)C1 (stereo not given)
→ -1, -3, 6, -36, -2, 0, 2, 0.97, 5
[35] C=CCOc1c(OC)cc(Cl)cc1C1NC(=O)NC(C)=C1C(C)=O (stereo not given)
→ 4, 9, -1, ., -14, -13, -10, -1.7, 9
[36] Cn1c(NC(=O)c2ccc(Cl)cc2Cl)cc(=O)n(C)c1=O
→ 6, 2, -1, -6, -2, 2, -3, ., 8
[37] COc1cc(-n2c(C)nc3cc(C(=O)NCc4ccco4)ccc32)cc(OC)c1OC
→ -9, -6, -3, 5, 1, -1, 3, 0.42, 11
[38] N#Cc1nc(-c2ccc(OCc3ccc(Cl)cc3)cc2)oc1N1CCOCC1
→ -1, -1, -1, 17, -121, -32, 0, -0.37, 2
[39] COc1ccc(-n2ncc3c(NCCCn4ccnc4)ncnc32)cc1
→ -4, 12, 2, -7, 3, 7, -14, 0.08, 2
[40] Cc1c(NC(=O)C(C)NCC2CCCO2)c(=O)n(-c2ccccc2)n1C (stereo not given)
→ -4, 0, 1, -19, -14, -9, 4, 1.1, 6
[41] C=CCN1C(=O)/C(=N/n2cnnc2)c2ccccc21
→ 1, 9, 2, 6, -13, -5, -8, 2, 9
[42] CCCSc1nnc2n(-c3ccccc3OC)c(=O)c3c4c(sc3n12)CCC4
→ -2, -4, 0, -2, -14, 14, 5, 0.7, 5
[43] Clc1ccc(Cn2ncc3c(N4CCCCC4)ncnc32)c(Cl)c1
→ 2, -4, 2, 16, -8, -15, 0, ., 3
[44] COc1cccc(NC(=O)CSc2nnc(-c3cccs3)n2C)c1
→ 8, -8, 3, 16, -7, 3, 13, -0.26, 0
[45] O=C(c1ccccc1)N1CCN(c2ccc(Cl)cc2)CC1
→ -7, 0, 1, 2, -9, -15, -3, 0.98, 0

3 compounds from above, limited to PLK1 PBD inh and LYP act:
no. | Molecule | PLK1 PBD inh | LYP act
31 | CCn1c(=O)cc(OCC(=O)NCc2ccco2)c2ccccc21 | 22 | -3
32 | Cn1c(=O)c2c(nc(CN3CCN(Cc4ccccc4)CC3)n2Cc2ccc(Cl)cc2)n(C)c1=O | -1 | 5
33 | O=C(Nc1nc2ccccc2[nH]1)C1CC(=O)N(c2ccc3c(c2)OCCO3)C1 (stereo not given) | -20 | 19

Other entries
Screens in order: EphB4 ephrin blk, LYP act, FAK blocker, F-actin modifier, PLK1 kinase inh, PLK1 PBD inh, LYP inh 2, Pyk2 oligo antag, Rev-RRE block
[46] CC(=O)NC1CC2CCCC(C1)N2CC(=O)NCc1ccc(F)cc1 (stereo not given)
→ 0, -7, 1, 4, -5, -22, 7, 0.31, 8
[47] O=c1[nH]ncn1-c1cccc(C(F)(F)F)c1
→ -7, -6, 1, 18, 1, 14, 10, -0.01, 3
[48] Cc1sc(NC(=O)c2ccco2)c(C(c2cccnc2)N2CCCC2)c1C (stereo not given)
→ 4, 4, -1, 0, -8, -24, -7, -1.8, 8
[49] Cn1c(N)c(C(=O)COC(=O)c2ccc3c(c2)OCCO3)c(=O)n(C)c1=O
→ -7, 6, 1, -11, -19, -7, -2, -0.21, 3
[50] CC(C)(C)c1nn(-c2ccccc2)c2[nH]c(=O)c(CNc3ccc4c(c3)OCCO4)cc12
→ -2, 9, -4, -12, -9, 12, -7, 0.28, -1
[51] CC(Oc1ccccc1F)C(=O)/C=C/N(C)C (stereo not given)
→ 6, -4, -2, 18, -10, 17, 8, 2.3, 9
[52] CCC(=O)Oc1ccc(C(=O)Nc2ccc3c(c2)C(=O)N(C2CCCCC2)C3=O)cc1
→ -3, -4, -1, -2, -43, -2, 6, -2.7, 11
[53] CCOc1ccccc1OCC(=O)Nc1ccc(Cl)cc1Cl
→ -3, -5, -2, 1, 0, 12, 2, -0.78, 2
[54] O=S(=O)(O)c1nc2ccccc2n1Cc1ccc(Cl)cc1
→ 2, 0, -4, 15, -5, -12, -3, -0.96, 3
[55] CCCCN(CC)CCCNC(=O)Cn1nc(Cc2cccnc2)c2ccccc2c1=O
→ 5, 6, -2, 21, -6, -12, -6, 1.9, 4
[56] O=C(CSc1nc2ccccc2[nH]1)N1CCN(S(=O)(=O)c2ccc(Cl)cc2)CC1
→ -1, 8, -2, -26, -9, -12, -6, 0.13, 2
[57] COc1ccc2c(Cl)c(-c3nnc(SCC(N)=O)n3C)sc2c1
→ -5, -1, -2, -1, -5, 7, -2, ., 4
[58] CCNC(=O)COC(=O)/C=C/c1ccccc1[N+](=O)[O-]
→ -2, 19, 0, -19, -15, -6, -19, 0.1, 2
[59] O=C(CN1CCN(C(=O)c2ccco2)CC1)Nc1ccc2c(c1)OCO2
→ -3, 8, 0, 5, -5, -4, -9, 0.12, 2
[60] OCCNC1=NCCN1
→ 2, -7, -2, -16, -4, 25, 5, 0.46, 5
[61] O=C(NO)c1cc(OCC(F)(F)F)ccc1OCC(F)(F)F
→ 0, -9, -1, ., -14, -4, 11, 0.37, 2
[62] CNC(=S)NNC(=O)COc1cccc(C)c1C
→ 5, ., -1, ., -16, 5, ., 1, 1
[63] C=CCOc1c(CNc2ncn[nH]2)cccc1OCC
→ -8, 1, -1, 4, -10, 3, -1, 1.5, -1
[64] CN(C)c1c([N+](=O)[O-])ncn1C
→ -6, 4, 2, 3, -9, 8, -1, -0.55, 2
[65] CC1CCN(c2ccc(C(=O)O)cc2)CC1
→ -17, 6, -1, 6, -11, 0, -8, -0.17, 6
[66] CN(C)C(=O)C1(c2ccccc2)CCN(S(=O)(=O)c2ccccc2)CC1
→ -1, 1, 0, -8, -14, -16, -1, 0.26, -1
[67] Cc1cccc(-n2ncc3c(NCCCO)ncnc32)c1
→ -4, 9, 1, -2, -9, 11, -12, ., 1
